HSF1 inhib: HSF1 inhibition. NIH3T3-HGL HSE-luciferase, MG132-induced, luminescence 8 h; active compounds read low. activity change, negative = inhibition, % at 7.5 µM (by protocol). actives 0.77% (n = 300,000). AID 2098;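 active means more than half of replicate wells show activity change below -50%, luminescence cut by over half; inconclusive means some wells, but at most half, below -50%; inactive means no replicate well below -50%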;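 further: luciferase reports HSF-1 transcriptional activity via heat shock element; 0% = median of DMSO wells and -100% = zero luminescence signal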
HSP90 refold inh: HSP90 refolding inhibition in rabbit reticulocyte lysate | luciferase refolding luminescence, 3 h | actives 0.91% (n = 290,000) | AID 1789 | inhibition, % at 5.6 µM;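 active means inhibition above the screen-wide mean plus 3 SD, computed separately per campaign, cut at about 16% in these data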;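 further: 0% = DMSO wells and 100% = 60 µM geldanamycin wells; inhibitors lower the luminescence because luciferase stays unfolded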
HIF activator: HIF pathway transcriptional activation; activation, % at 7.5 µM (by protocol); actives 0.32% (n = 300,000); U2OS HRE-luciferase reporter, luminescence; normalized: DMSO 0%, desferrioxamine 100%;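 active means mean activation of at least 10% of the iron chelator positive control signal, with at least half of replicates also reaching 10%; inconclusive means mean and replicate majority disagree about reaching 10%; inactive means mean and most replicates under 10%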
HDAC3 inhib: blocks human histone deacetylase 3; O15379; recombinant HDAC3, fluorogenic peptide/trypsin coupled, fluorescence; inhibition, % at 8.3 µM; actives 0.15% (n = 320,000); AID 2718; in the data active means inhibition above about 26%, passing the limit was not always enough; inconclusive means no clear call, values can overlap the other calls
Target sequence (O15379 whole entry, looked up): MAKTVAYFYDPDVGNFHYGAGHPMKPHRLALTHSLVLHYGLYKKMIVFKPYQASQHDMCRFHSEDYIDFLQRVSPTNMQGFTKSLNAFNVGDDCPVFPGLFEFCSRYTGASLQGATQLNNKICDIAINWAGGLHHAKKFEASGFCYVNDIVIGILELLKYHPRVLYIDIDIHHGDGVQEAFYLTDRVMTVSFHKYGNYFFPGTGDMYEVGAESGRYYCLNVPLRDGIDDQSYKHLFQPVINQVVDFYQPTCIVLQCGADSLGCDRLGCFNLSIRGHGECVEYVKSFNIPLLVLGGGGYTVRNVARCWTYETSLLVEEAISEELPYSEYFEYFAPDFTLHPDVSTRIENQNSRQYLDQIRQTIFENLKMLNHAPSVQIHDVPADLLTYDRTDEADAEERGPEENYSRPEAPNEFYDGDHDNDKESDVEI
AI-2 QS modul: Vibrio harveyi AI-2 quorum sensing modulation; Vibrio harveyi JMH597 AI-2 luminescence/OD600 ratio, 9 h; active compounds read low; strain lacks LuxN and CqsS sensors; 0 = neutral-control median; activity change, % at 7.5 µM; actives 0.4% (n = 300,000); in the data active means activity change below about -75%, passing the limit was not always enough; inconclusive means no clear call, values can overlap the other calls;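 further: luminescence divided by OD600 gain over 9 h not by final OD600 alone; inactives centre near 13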
IEC-6 tox: IEC-6 cytotoxicity, counter-screen for KLF5 inhibitors; luminescence viability; inhibition, % at 5 µM; actives 0.78% (n = 290,000); AID 1825; in the data active means inhibition above about 22%;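 further: 0% = plate median of test compound wells and 100% = cytotoxic reference compound wells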
aSyn 5UTR inh: MLPCN primary screen, SNCA 5' untranslated region. actives 0.82% (n = 300,000). alpha-synuclein 5'UTR reporter, inhibitor activity. inhibition, % (tested at 7.5 µM); in the data active means inhibition above about 60%; inconclusive means no clear call, values can overlap the other calls;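 further: H4 neuroglioblastoma cells stably carrying SNCA 5'UTR luciferase fusion; 0% = DMSO wells and 100% = positive control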
KLF5 inhibitor: suppresses KLF5 promoter-driven expression | inhibition, % at 5 µM | DLD-1 KLF5 promoter-luciferase reporter, luminescence | actives 0.23% (n = 290,000);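 active means inhibition above a per-plate limit of that plate's mean compound inhibition plus 3 SD, cut at about 60% in these data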;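 further: 0% = DMSO wells and 100% = LY294002 at 200 µM; higher means less KLF5 promoter-driven luciferase light; inactives centre near -14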
HSF1 activator: increases HSF-1 driven luciferase reporter signal; AID 504408; actives 1.7% (n = 300,000); NIH3T3-HGL HSF-1 luciferase reporter, MG132, 8 h; 100% = twice DMSO control signal; activation, % at 9 µM;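 active means mean replicate activation of at least 50% with a set share of replicates each reaching 50%; inconclusive means only one of those two conditions met; inactive means mean below 50% and too few replicates reaching it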;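 further: 0% = median of the neutral control wells and 100% = twice that signal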
Platelet DG rel: platelet dense granule release activity | inhibition, %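 (compounds screened at 7.5 µM in platelet-rich plasma)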 | human platelet-rich plasma, SFLLRN dense granule ATP release, luminescence | AID 1663 | actives 0.22% (n = 300,000);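 active means mean replicate score, as percent of positive control, at or above 50; inconclusive means mean below 50 but at least one replicate at or above 50; inactive means mean and every replicate below 50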
* marks the source's active call; other numbers are inactive results; ? = inconclusive; nt = no result given.

Sequence of screens: HSF1 inhib	HSP90 refold inh	HIF activator	HDAC3 inhib	AI-2 QS modul	IEC-6 tox	aSyn 5UTR inh	KLF5 inhibitor	HSF1 activator	Platelet DG rel
Cc1cc(C)c(C)c(S(=O)(=O)N(C)C2CCN(C)CC2)c1C
    -4	8	-0.1	-6	10	4	21	-26	-17	-3
CC(C)C1=CC2=CCC3C(C)(C(=O)O)CCCC3(C)C2CC1 (centres undefined) (tested in a mixture with another compound)
    -1	1	0.1	11	5	1	1	-26	17	10
O=C(CN1CCCC1)Nc1c2c(nc3ccccc13)N(Cc1ccccc1)CC2
    -5	1	-0.2	-14	31	-1	-8	-3	2	-8
O=S(=O)(c1ccc(NC(=S)NCc2ccco2)cc1)N1CCCC1
    12	-2	-0.4	2	0	3	16	1	1	-10
Cn1nc(C(=O)Nc2ccc(S(=O)(=O)N3CCOCC3)cc2)c2ccccc2c1=O
    11	0	0.0	2	5	-2	10	-13	13	2
Cc1ccnc(NS(=O)(=O)c2ccc(NS(=O)(=O)Cc3ccccc3)cc2)n1
    -7	1	-1.4	11	24	-1	-12	4	-19	-2
O=C(N=C1SC2CS(=O)(=O)CC2N1c1ccc(F)cc1)C1CCCCC1 (centres undefined)
    3	-2	-0.7	1	13	6	26	-18	-1	-1
Cc1noc(C)c1C(=O)N1CCC(C(=O)c2ccccc2)CC1
    -62*	-1	-0.2	6	8	-6	3	5	-71	25
CC(=O)N=c1sc2cc(C)ccc2n1C
    -38	10	-0.1	1	-6	2	-54	29	-47	-1
Cc1[nH]c2ccccc2c1C1=NNC(=Nc2ccc(F)cc2)SC1
    -12	-2	-0.2	-1	41	-7	-28	-13	-7	6
Cc1[nH]c(C)c(S(=O)(=O)N2CCN(c3cccc(Cl)c3)CC2)c1C(=O)N1CCCC1
    -5	-2	0.5	-10	6	-1	-8	5	-1	4
CC1(C)Cc2c(cnn2-c2cccc(F)c2)C(NC(=O)CSc2ccncc2)C1 (centres undefined)
    5	-1	0.3	10	23	-2	3	-21	7	33
Clc1cncc(Cl)c1N/N=C/c1ccccc1
    19	1	1.8	10	19	-1	-60	-44	17	6
Cc1ccc(C2/C(=C(\O)c3c(C)nc4ccccn34)C(=O)C(=O)N2CCN(C)C)o1 (centres undefined)
    5	-2	-0.7	10	4	-4	-2	6	3	9
CCCCn1c(SCC(=O)N2c3ccccc3Sc3ccccc32)nc2c1c(=O)n(C)c(=O)n2C
    8	-1	-0.2	-4	25	-2	41	-11	16	5
COCCOC(=O)C1=C(C)Nc2nc(C)nn2C1c1ccc(F)cc1 (centres undefined)
    2	-5	-0.3	-3	12	-4	-22	-31	-4	0
C[C@]12C(=O)N(c3ccc(Cl)cc3)C(=O)N1[C@H]1c3ccccc3OC[C@@H]1[C@H]2c1ccccc1
    3	8	0.6	1	24	3	19	-10	-10	0
COC(=O)c1nn(-c2ccc(F)cc2)ccc1=O
    nt	1	nt	-5	9	0	nt	-9	nt	nt
CC(=O)Nc1ccc(N=Cc2c(O)ccc3ccccc23)cc1
    -10	6	-1.3	-4	9	-8	-2	-19	-1	-4
Cc1ccc(S(=O)(=O)N2CCN(C(=O)CSc3nncs3)CC2)cc1
    -11	5	-0.7	-1	9	-5	16	-5	-18	-1
Cn1c(=O)[nH]c(=O)c2c1nc(N1CCCCCC1)n2CCCSc1nnnn1-c1ccccc1
    2	3	-0.1	3	11	-2	26	-18	22	7
COC(=O)c1cc(NC(=S)N2CCN(C(=O)C3CCCO3)CC2)cc(C(=O)OC)c1 (centres undefined)
    0	-2	-1.6	0	-4	-4	2	-38	-1	11
CC(C)C(=O)N1CCN(c2ccc(NC(=S)NC(=O)c3cc4ccccc4o3)cc2)CC1
    8	5	0.4	-2	14	-3	-54	-3	18	-3
O=C(NC(Cc1ccccc1)C(=O)O)/C(=C/c1ccco1)NC(=O)c1cccc(Br)c1 (centres undefined)
    -5	0	0.0	4	25	-6	16	7	-7	7
Cc1ccc(NC(=O)c2nnn(-c3cccc(C(F)(F)F)c3)c2N)cc1
    -2	0	1.7	-1	0	0	-23	-7	6	-16
CCc1ccccc1NNC(=O)CCc1ccccc1
    0	4	0.1	-6	15	-2	-5	-18	8	-1
O=C(OCC(=O)N1CCN(S(=O)(=O)c2ccccc2)CC1)c1ccc([N+](=O)[O-])o1
    5	-2	-0.4	11	29	6	2	3	15	8
Nc1nc(NCc2ccco2)nc(Nc2ccc(F)cc2)c1[N+](=O)[O-]
    2	-2	-0.2	2	5	-9	36	0	38	7
CC(C)(C)c1ccccc1OCC(=O)Nc1ncn[nH]1
    2	7	-0.9	3	2	0	21	7	-1	-2
COc1ccc(N2CCN(C(=O)CCCCn3c(=O)[nH]c4ccsc4c3=O)CC2)cc1
    -8	-1	-0.2	-2	43	5	-1	-17	3	-4
Cc1nnc(Sc2cc(C(=O)NCc3ccco3)c3ccccc3n2)s1
    8	3	0.1	-2	21	4	-19	-6	16	-2
CC(C)CC(=O)N1CCN(S(=O)(=O)c2ccc(F)cc2)CC1
    6	0	0.1	2	9	-2	9	19	14	-1
O=C(COc1ccccc1Cl)Nc1ccc(C(=O)O)cc1NC(=O)COc1ccccc1Cl
    -9	1	-0.3	nt	7	-2	11	-6	-4	-12
CCN(CC)C(=O)COC(=O)c1cc(-c2ccco2)nc2ccccc12
    -2	3	-0.5	nt	41	-3	-25	1	3	-1
Cc1c(NC(=O)c2ccccc2NC(=O)c2ccccc2)cccc1C(=O)O
    -8	0	-1.0	-2	1	-3	0	-15	-7	4
CCOC(=O)CSc1nnc(NCC(=O)OC(C)C)c(=O)[nH]1
    1	-1	0.4	?	21	3	11	1	2	12
O=C(Nc1cccnc1)c1ccccc1-c1ccccc1
    -2	1	0.5	-3	9	0	-1	6	-2	-9
CC(=O)c1ccc(OCC(=O)N2CCCC(Nc3ccc(C)c(C)c3)C2)cc1 (centres undefined)
    11	0	-0.1	2	10	-2	-11	-25	25	-10
CC(C)c1ccc(N(CC(=O)Nc2ccc(S(=O)(=O)N3CCOCC3)cc2)S(C)(=O)=O)cc1
    0	5	0.0	9	32	8	11	-23	-2	-1
COc1ccc(C(=O)NC2(C(F)(F)F)N=C3SCCN3C2=O)cc1 (centres undefined)
    nt	-1	-0.6	-15	7	4	12	-6	nt	10
O=C(Nc1nc(=O)n(C(=O)c2cccc(C(F)(F)F)c2)s1)c1ccccc1
    -6	-8	-0.4	7	23	-2	9	-34	-18	-3
O=C(c1ccc(N2CCCC2)c([N+](=O)[O-])c1)N1CCN(c2ccccn2)CC1
    -1	-2	1.3	8	7	-3	-3	-26	1	-1
CCOC(=O)c1c(C)nc2cc(C)ccn12
    10	1	14*	-1	15	-6	-10	-17	16	1
C=CCOC(=O)Nc1snnc1C
    -8	5	-0.1	nt	11	11	-5	-25	-21	-1
O=C(CCn1nnc(-c2cccs2)n1)NCc1ccccc1Cl
    6	3	0.0	-5	18	4	16	-18	7	2
O=[N+]([O-])c1ccc(C(O)CSC(=S)N2CCCCC2)cc1 (centres undefined)
    34	4	6.7	-2	-9	2	-181	-112	70*	-3
COc1ccc(CN2CCN(C(=O)CC(C)C)CC2)cc1Br
    0	-2	0.2	16	23	6	4	-22	-2	14
CN(C)CCCN(C(=O)c1ccc(S(=O)(=O)N(C)Cc2ccccc2)cc1)c1nc2cc3c(cc2s1)OCO3
    -14	2	-1.8	19	0	4	47	-5	3	-5
COc1ccc(C(=O)Nc2c(N)nc(SCC(=O)N3CCCCCC3)[nH]c2=O)cc1OC
    0	-2	-0.1	-1	10	-3	-7	-12	6	-9
COc1ccc(NC(=O)CSc2nc3ccncc3[nH]2)c(OC)c1
    0	-5	-0.3	5	12	-2	3	-24	1	-2

Later entries.
Sequence of screens: HSF1 inhib	HSP90 refold inh	HIF activator	HDAC3 inhib	AI-2 QS modul	IEC-6 tox	aSyn 5UTR inh	KLF5 inhibitor	HSF1 activator	Platelet DG rel
CSc1ccc(/C=C(/NC(=O)c2ccco2)C(=O)N2CCCCCC2)cc1
    3	1	-0.1	10	23	-7	4	-20	3	8
O=C(Nc1ccc2c(c1)OCO2)C1CCCCC1
    -1	2	0.7	4	10	0	-92	-56	14	-4
CCn1cc(C(=O)N[C@H](C(=O)NC(C)(C)CO)C(C)C)c(=O)c2cc3c(cc21)OCO3
    -6	6	-2.3	10	13	0	13	-40	10	1
Cc1ccc(-n2cc[nH]c2=S)cc1C
    -11	1	-1.4	-5	11	6	-19	1	-20	-6
O=C(c1ccccc1Oc1ccc([N+](=O)[O-])cc1)N1CCOCC1
    9	-3	-0.1	6	36	-7	2	-23	10	17
CC(C)(C)C(=O)Nc1cccc2[nH]ncc12
    -3	-3	-0.8	0	nt	3	34	-3	-10	-10
CCn1c(NC2CCCCC2)nc2ccccc21
    -7	-2	0.9	-6	-10	3	-6	-1	-8	7
CCOC(=O)c1cc(CC)sc1/N=C/c1c(O)ccc2ccccc12
    1	2	-0.3	5	3	8	-25	-21	-11	-2
CCCCSc1nnc2[nH]c(=O)cc(N)n12
    0	5	0.5	-2	14	2	5	-16	-3	2
CCCn1c(=N)n(CC(=O)c2ccc(Cl)c(Cl)c2)c2ccccc21
    -4	4	-1.2	-3	14	12	15	-133	4	5
COc1cccc(CC(=O)NC2CCCN(Cc3ccc(Cl)cc3)C2)c1 (centres undefined)
    -3	1	-0.2	-6	-10	1	-13	-43	16	-3
Cc1ccc(C(=O)Nc2ccc(S(=O)(=O)N3CCOCC3)cc2)cc1Br
    8	nt	-0.4	7	16	nt	3	nt	12	-12
CCCC(=O)C1=C(c2ccccc2)C(C#N)(C#N)C(C#N)=C1N
    12	-1	-0.3	-1	11	-5	4	-22	13	-1
O=S(=O)(c1ccccc1)N1CCCN(S(=O)(=O)c2ccccc2)CC1
    -2	1	-17	-6	-23	2	4	9	23	-5
Cc1ccc(CCN2CC(C(=O)NCCC(C)C)CC2=O)cc1 (centres undefined)
    9	0	0.5	-3	19	-1	15	-40	10	nt
CCOC(=O)c1c(/N=C/C2=C(O)CCCC2=O)sc2c1CCCC2
    -14	1	0.4	3	-11	6	nt	-60	-23	2
O=C(NCc1ccc(Cl)cc1)c1ccc(COCC(F)(F)F)o1
    -3	2	0.1	1	-2	0	9	-42	2	-3
CN(CC(=O)NCCc1ccc(Cl)cc1)S(=O)(=O)c1cccs1
    5	1	1.2	-3	nt	3	-25	-7	2	-2
CC(=O)Oc1ccc(N(C(C)=O)S(=O)(=O)c2ccc3ccccc3c2)cc1Br
    3	-2	-2.0	1	23	2	-1	-32	7	4
CC(=O)c1ccc(NC(=O)CCCN2C(=O)C(c3ccccc3)Oc3cccnc32)cc1 (centres undefined)
    1	3	-0.1	12	18	6	17	6	2	14
CCC1CCCCN1C(=O)CCNS(=O)(=O)c1ccc2c(c1)oc(=O)n2C (centres undefined)
    -2	0	-0.5	-5	14	-2	23	-8	-19	-12

Screens: PubChem, several laboratories
